Screening results deposited in PubChem by National Center for Advancing Translational Sciences (NCATS).
PI5P4K alpha inh: inhibitors of human PI5P4K alpha; P48426; PI5P4Kalpha enzyme, ADP-Glo luminescence, 60 min; stronger effect = lower value; max response, %; hit rate 1.2% among 330,000; AID 652105; active = max response of -50% or lower; inconclusive = between -30% and -50%; inactive = -30% or higher; also: value at the top dose of about 77 µM; % is scaled to controls: 0 for no effect and ±100 for the full control effect
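Enzyme plus substrate dispensed, test compounds pinned in, then ATP (5 microM final) added. After 60 min at RT, ADP-Glo reagent 1 for 45 min and reagent 2 for 30 min preceded luminescence imaging.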
IL2 activator: activates IL-2 in a cell-based reporter assay | IL-2 activation reporter assay, cell-based qHTS; stimulated with anti-CD3/CD4/CD28 beads; in transgenic mouse T cells | activation, % (series mostly up to about 46 µM) | hit rate 0.065% among 360,000; in the data active = activation above about 50%; inconclusive = mostly about 30% to 49%; also: 0% is about no effect
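Unstimulated transgenic mouse T cells preincubated 60 min with compound, then stimulated with anti-CD3/anti-CD4-coated beads plus anti-CD28 for 18 h at 37 degrees C. IL-2 response read as EGFP and DsRed fluorescence by plate cytometry.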
WRN inhibitor: WRN helicase (human) inhibition; Q14191; WRN helicase unwinding, fluorescent forked duplex, kinetic; Potency, µM (top dose mostly 114 µM), for inactives: at the highest dose activity change, negative = inhibition, usual class: inhibitors; hit rate 0.46% among 360,000; AID 651768; also: potency is read from the fitted curve at half-maximal effect; % is scaled to controls: 0 for no effect and ±100 for the full control effect; nearly all actives have a fitted effect of over 55% in size
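Primary qHTS, 1536-well format. 20 nM WRN + compound, 15 min RT; start with 100 nM forked fluorophore/quencher duplex, 2 mM ATP (final); kinetic read ex 525/em 598 nm.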
EPAC1 agonist: EPAC1 (human) agonism; O95398; EPAC1 agonist qHTS, biochemical assay; response scale: 100% = response to 6.5 mM cAMP; Potency, µM (titrated, usually from 154 µM), inactives show top-dose activation, usual class: activators; hit rate 0.073% among 360,000; AID 720707; also: potency is read from the fitted curve at half-maximal effect; nearly all actives have a fitted effect of over 60% in size
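EPAC1 100 nM, Rap1B–BODIPY-GDP 250 nM, unlabeled GDP 50 uM; compound titration; 5 min RT; kinetic read ex480/em540 at 5-min intervals ×30 min; data normalized to 6.5 mM cAMP agonist control.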
EPAC2 agonist: agonists of human EPAC2 (RAPGEF4); EPAC2 activation, biochemical qHTS; response scale: 100% = 6.5 mM cAMP response; AID 720711; Q8WZA2; hit rate 0.079% among 360,000; Potency, µM (top dose mostly 154 µM), for inactives: at the top dose activation, actives largely listed as activators; also: potency is read from the fitted curve at half-maximal effect; nearly all actives have a fitted effect of over 50% in size
Target sequence (Q8WZA2 whole entry, looked up): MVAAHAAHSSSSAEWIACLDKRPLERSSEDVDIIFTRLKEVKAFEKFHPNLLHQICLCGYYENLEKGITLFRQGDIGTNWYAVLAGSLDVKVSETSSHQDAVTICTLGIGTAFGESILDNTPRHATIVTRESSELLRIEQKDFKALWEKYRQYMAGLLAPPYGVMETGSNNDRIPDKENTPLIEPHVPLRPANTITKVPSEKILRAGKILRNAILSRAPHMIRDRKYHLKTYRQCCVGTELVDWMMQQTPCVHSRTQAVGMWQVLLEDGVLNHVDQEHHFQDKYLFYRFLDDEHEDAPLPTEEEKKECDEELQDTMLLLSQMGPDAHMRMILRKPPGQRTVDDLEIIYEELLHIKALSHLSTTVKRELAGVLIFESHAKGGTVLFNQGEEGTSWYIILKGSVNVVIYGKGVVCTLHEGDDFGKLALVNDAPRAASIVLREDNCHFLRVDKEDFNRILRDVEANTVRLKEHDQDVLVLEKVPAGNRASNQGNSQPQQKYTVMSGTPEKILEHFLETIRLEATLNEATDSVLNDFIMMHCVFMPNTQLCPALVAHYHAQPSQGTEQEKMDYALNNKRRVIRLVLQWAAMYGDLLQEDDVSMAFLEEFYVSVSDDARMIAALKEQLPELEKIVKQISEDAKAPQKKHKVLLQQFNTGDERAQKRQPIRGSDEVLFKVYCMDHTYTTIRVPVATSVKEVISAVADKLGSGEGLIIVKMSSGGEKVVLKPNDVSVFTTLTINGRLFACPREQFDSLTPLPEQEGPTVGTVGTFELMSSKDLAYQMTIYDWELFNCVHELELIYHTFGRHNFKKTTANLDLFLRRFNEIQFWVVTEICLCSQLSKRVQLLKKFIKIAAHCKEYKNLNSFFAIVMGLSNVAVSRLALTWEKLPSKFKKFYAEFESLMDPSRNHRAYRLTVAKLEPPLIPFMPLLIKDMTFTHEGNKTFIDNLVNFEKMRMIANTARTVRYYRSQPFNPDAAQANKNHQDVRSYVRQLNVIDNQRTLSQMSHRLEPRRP
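Fluorescence exchange assay: 100 nM EPAC2 with 250 nM RAP1B-BODIPY-GDP and 50 uM GDP; compounds tested as a concentration-titration series (qHTS). Loss of Rap1-bound BODIPY-GDP fluorescence read at 480/540 nm; data normalized to 6.5 mM cAMP.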
CCT chaperon mod: cytosolic chaperonin activity modulation | purified chaperonin ATPase assay, HTRF ADP detection, 30 min | activity change, % (test concentration not listed), hits read low | hit rate 0.3% among 360,000; in the data active = activity change below about -30%; also: % is scaled to controls: 0 for no effect and ±100 for the full control effect
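ATPase activity: ADP formed was measured by HTRF Transcreener (665/615 nm ratio) after 30 min at 37 deg C with 10 uM ATP. Compounds screened at one 76 uM concentration against 40 or 20 nM TRiC in Tris pH 7.4/KCl/MgCl2/DTT buffer.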
PLK1 PBD block: PLK1 (human) polo-box domain binding inhibition; P53350; Plk1 PBD binding of FITC phosphopeptide, fluorescence polarization; Potency, µM, without a hit: max response, negative = inhibition, hits mostly inhibitors; hit rate 2.8% among 360,000; AID 720504; also: potency is read from the fitted curve at half-maximal effect; series mostly up to about 57 µM; % is scaled to controls: 0 for no effect and ±100 for the full control effect; nearly all actives have a fitted effect of over 65% in size
EPAC1 antagonist: blocks human EPAC1 exchange factor | O95398 | EPAC1 GEF assay, Rap1b-BODIPY-GDP exchange fluorescence | hit rate 0.14% among 360,000 | Potency, µM (doses to about 115 µM), for inactives: at the top dose activity change, negative = inhibition, actives largely listed as inhibitors;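 also: potency is read from the fitted curve at half-maximal effect; plate controls were vehicle for no effect and positive control for full effect; nearly all actives have a fitted effect of over 50% in size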
* hit, by the source's call; ? = inconclusive; / = no result given; [ ] = another dose, or the depositor's remark. Unless noted, calls follow the shape of the dose curve; as a rule, active = well fitted curve in the direction sought with a large enough effect; inconclusive = small, poorly fitted or top-dose-only effect, or another doubt; inactive = no such curve, though single readings can be large; an effect the other way counts as inactive or inconclusive. Some of the compounds tested; the hit share may differ from the screen's.

SMILES	PI5P4K alpha inh	IL2 activator	WRN inhibitor	EPAC1 agonist	EPAC2 agonist	CCT chaperon mod	PLK1 PBD block	EPAC1 antagonist
Cn1c(=O)c2c(ncn2CC(=O)Nc2nccs2)n(C)c1=O	1.2	-2.7	-3.2%	5.5%	2.5%	-3.8	-17.6%	11.5%
Cc1ccc(S(N)(=O)=O)cc1NC(=O)C(c1ccccc1)c1ccccc1	0.3	-0.9	14.3%	-6.7%	-1.9%	-0.6	-8.3%	-3.0%
O=C(CC1S/C(=N/N=C/c2c[nH]c3ccc(OCc4ccccc4)cc23)NC1=O)Nc1ccccc1 (stereo not drawn)	2.1	-0.3	-10.0%	5.5%	13.6%	-2.0	-8.8%	6.0%
Cc1ccc(CN2CCC(C)(Oc3cccc(Cl)c3)C2)cc1 (stereo not drawn)	-10.9	-0.9	10.5%	-13.6%	13.7%	-2.1	3.6%	10.4%
Cc1cc(C)n(-c2nc(NCCCN(C)C)c3c4c(sc3n2)COC(C)(C)C4)n1	-3.0	-1.1	-13.9%	4.0%	0.3%	0.6	-3.4%	-25.3%
COCc1cc(C)nc2sc(C(=O)Nc3ccc(C(=O)OC)cc3)c(N)c12	1.3	5.9	-0.2%	-2.0%	-10.6%	-3.7	0.5%	-18.6%
O=C(COc1ncnc2sccc12)N1CCN(c2ccccc2)CC1	-5.2	0.2	4.9%	-12.0%	4.0%	1.1	3.4%	-5.4%
COc1cc(C(=O)N2CCN(c3ccccc3OC)CC2)c([N+](=O)[O-])cc1OC	9.2	-0.5	-0.7%	3.4%	7.2%	-0.7	-11.1%	-9.4%
O=C(CSC(=S)N1CCCC1)c1cc(Br)cc(Br)c1O	-25.1	0.2	56.2µM*	-7.8%	16.8%	-4.1	?	-24.0%
C=CCN1C(c2ccccc2)=CS/C1=C(\C#N)c1nnc2n1CCCCC2	/	-2.5	-2.1%	8.7%	7.2%	-0.1	-16.9%	7.2%
COC(=O)[C@@]12C[C@@H](CC(=O)N3CCN(C(=O)c4ccco4)CC3)C(=O)N(Cc3ccccc3)C1=CCC(C)(C)C2	-3.4	-0.3	4.5%	-1.0%	7.9%	/	2.0%	16.4%
CCC(C(=O)NC1CCCC1)N(C(=O)Cn1nnc(-c2ccc(OC)c(OC)c2)n1)c1cccc(O)c1 (stereo not drawn)	-3.4	0.9	4.3%	7.8%	16.5%	-0.5	-10.4%	-3.2%
CCOC(=O)[C@H]1[C@H]2COc3ccc(C)cc3[C@@H]2N2C(=O)c3cc(F)ccc3NC(=O)[C@@]12C	2.9	-0.4	7.4%	-1.6%	4.8%	1.4	-1.2%	9.7%
CC(=O)c1ccc(N2CC(C)(C)C2=O)cc1	-4.6	-0.4	-8.9%	5.1%	0.0%	1.6	-3.6%	-13.1%
Cc1cccc(-c2noc(CCCC(=O)NC3CCCC3)n2)c1	-0.4	-0.1	-5.8%	1.0%	0.5%	0.5	-3.5%	7.9%
FC(F)(F)Oc1ccc(Nc2nc(N3CCOCC3)nc(N3CCOCC3)n2)cc1	?	-5.2	-2.9%	3.3%	-12.6%	-3.9	4.74µM*	-15.8%
COC(=O)CSc1nc(N)c(C#N)c(CC(C)C)c1C#N	6.3	-0.7	-8.0%	-16.4%	-10.1%	-0.3	-17.9%	-27.0%
CN(C)c1ccc(/C=C/CNC[C@H]2O[C@@H](n3ccc(N)nc3=O)[C@H](O)[C@@H]2O)cc1	-2.7	-0.7	3.5%	-16.1%	13.3%	-1.0	-9.3%	6.0%
CN(C)C(CNC(=O)c1cccc(S(=O)(=O)N2CC3(C)CC2CC(C)(C)C3)c1)c1ccco1 (stereo not drawn)	/	-1.2	1.2%	-4.2%	1.3%	-0.7	-1.6%	4.2%
Cc1ccc(S(=O)(=O)NC(=O)NC2=NC(C)(C)N(c3ccc(Cl)c(Cl)c3)C(N)=N2)cc1	-0.7	-0.7	-6.1%	12.6%	8.6%	0.6	-4.0%	-22.9%
Cc1ccc(NC2=NC(c3ccccc3)n3c(nc(C)cc3=O)N2)cc1 (stereo not drawn)	-2.0	-0.9	6.1%	-0.5%	2.8%	-0.8	-2.3%	3.6%
CC(=O)c1cccc(NC(=O)C2CCN(S(=O)(=O)c3cccs3)CC2)c1	5.6	-2.4	9.6%	-8.0%	0.4%	0.5	1.1%	11.7%
CCCN1CNc2c(c(=O)[nH]c(=S)n2-c2ccccc2Cl)C1	-5.8	-3.7	-23.6%	5.6%	-2.5%	-1.5	-4.2%	-12.6%
Cc1ccc(C(=O)N2N=C(c3ccc(Br)cc3)CC2c2ccccc2O)cc1 (stereo not drawn)	8.9	-1.0	1.7%	0.0%	0.3%	-1.9	-2.3%	-2.6%
Cc1cccc(CN2CCN(CC(=O)N3CCCC3)C2=O)c1	-3.2	-1.4	3.2%	1.8%	-1.1%	0.0	1.9%	8.8%
Cc1c(Cl)cccc1NC(=S)N/N=C/c1ccccc1Cl	3.5	2.9	-3.9%	-2.9%	2.2%	0.6	3.2%	3.7%
COCCSc1nc2c(c(=O)[nH]c(=O)n2C)n1CCC(C)C	0.8	-0.8	-6.7%	0.0%	6.5%	-0.1	2.0%	21.2%
Cc1cc(Br)cn2c(Cc3ccsc3)c(C(C)(C)C)nc12	-18.6	-0.5	-4.9%	2.6%	15.2%	-0.9	?	2.6%
COC(=O)C1(C(=O)OC)Cc2ccccc2N(S(=O)(=O)c2ccc(C)cc2)C1CC(C)=O (stereo not drawn)	8.5	0.0	5.8%	14.5%	9.4%	/	-8.6%	-6.5%
Cc1cc(OCC(=O)NNC(=O)CCc2ccccc2)ccc1Br	4.7	0.9	-7.8%	7.9%	9.0%	0.2	-4.8%	11.2%

4 compounds from above, sorted by their value in PI5P4K alpha inh, high to low.
Molecule	PI5P4K alpha inh
Cc1ccc(C(=O)N2N=C(c3ccc(Br)cc3)CC2c2ccccc2O)cc1 (stereo not drawn)	8.9
Cc1cc(OCC(=O)NNC(=O)CCc2ccccc2)ccc1Br	4.7
Cc1ccc(NC2=NC(c3ccccc3)n3c(nc(C)cc3=O)N2)cc1 (stereo not drawn)	-2.0
Cc1cccc(CN2CCN(CC(=O)N3CCCC3)C2=O)c1	-3.2

Continuation.
SMILES	PI5P4K alpha inh	IL2 activator	WRN inhibitor	EPAC1 agonist	EPAC2 agonist	CCT chaperon mod	PLK1 PBD block	EPAC1 antagonist
COC(=O)c1cccc(NC(=S)NC(C)C)c1	-6.5	-6.3	7.3%	5.9%	6.1%	-1.8	-9.9%	-3.1%
CCN1C(=O)C(CC(=O)Nc2ccc(OC)cc2)N(CCc2ccc(F)cc2)C1=S (stereo not drawn)	12.7	-0.5	-11.8%	5.4%	13.6%	-3.2	-14.8%	-4.3%
O=C(CSc1nnc(-c2cccnc2)n1-c1ccc(SC(F)F)cc1)N1CCCc2ccccc21	5.9	1.6	-2.9%	-11.8%	10.4%	1.1	-15.6%	-15.9%
CCN1C(=O)/C(=C/c2ccc(C)o2)N(C)C1=S	-14.1	-0.7	-6.8%	-11.8%	-0.9%	0.5	-5.0%	-12.1%
O=C(NC(=S)N1CCCCCC1)c1cccc([N+](=O)[O-])c1	-0.4	-0.4	-1.8%	12.8%	5.0%	-0.3	-6.5%	8.7%
CC(C)CCSc1nc(N)c(C#N)cc1C#N	/	1.6	?	4.6%	-4.8%	1.9	?	-11.8%
O=C1CCC(=O)N1CC(O)COc1ccccc1 (stereo not drawn)	1.2	-0.5	-3.0%	-8.5%	-2.9%	-1.6	-2.7%	9.6%
CCC/C=C/c1ccc(CN2C(CC(C)C)C(=O)N(Cc3cn(CCC4OCCO4)nn3)CCS2(=O)=O)cc1 (stereo not drawn)	16.6	-1.5	-8.4%	-29.7%	-13.8%	-0.2	0.7%	-25.8%
C/C(=N\NC(=O)c1ccc(F)cc1)c1cccc(NC(=O)c2ccco2)c1	7.8	-0.3	-13.2%	-2.9%	4.2%	1.3	-0.2%	11.8%
O=C(/C=C/c1ccccc1)NC1CC2CCC1C2 (stereo not drawn)	-2.3	-0.3	4.4%	-9.4%	-11.3%	0.3	7.5%	-3.6%
O=C(NCCc1ccccc1)C1CCN(S(=O)(=O)N2CCOCC2)CC1	-0.5	0.4	-6.6%	18.2%	4.2%	1.8	-6.2%	4.7%
CC(C)=C(C#N)c1nc2ccccc2s1	/	0.6	-1.7%	5.1%	10.1%	-0.2	-6.9%	4.8%
CN(CC(=O)Nc1ccc(Cl)cc1)C(=O)COc1ncnc2ccccc12	-0.1	3.4	2.1%	-12.4%	3.2%	-1.2	-5.5%	-7.5%
O=C(CC1NCCNC1=O)Nc1ccc2c(c1)OCCO2 (stereo not drawn)	/	-1.6	3.5%	7.3%	3.1%	-3.9	-3.3%	3.4%
O=C(Nc1cccc(F)c1)N1CCN(C(=O)c2ccco2)CC1	-3.0	-6.5	0.7%	-4.7%	6.4%	-1.8	2.6%	16.8%
CC(NC=C1C(=O)OC(C)(C)OC1=O)C(=O)O (stereo not drawn)	0.5	0.4	-1.3%	-3.1%	11.2%	-1.8	-5.9%	-3.2%
CC1CCN(C(=O)/C(=C/c2ccccc2Cl)c2ccccc2)CC1	3.0	-0.8	-9.3%	13.9%	-9.0%	-0.3	-24.8%	-1.6%
CNC(=O)c1ccccc1NC(=O)c1cccc(S(=O)(=O)N2CCCCC2)c1	?	-3.1	-25.8%	6.9%	6.1%	-2.9	-5.0%	-17.5%
Cc1cc(Cl)ccc1NC(=S)NCc1ccc(S(N)(=O)=O)cc1	2.4	3.5	0.5%	-5.0%	7.3%	1.5	-7.2%	45.2%[activator]
O=C(OCC(=O)c1ccc[nH]1)c1ccccc1	-23.0	1.6	-2.7%	3.1%	-0.8%	-0.6	-3.0%	5.2%
CCc1ccc(/C=N/NC(=O)c2c[nH]c3ccccc23)s1	2.1	0.0	-25.5%	-0.5%	0.9%	1.4	-6.8%	-7.5%
CCOC(=O)c1c(NC(=O)/C=C/c2ccc(C)o2)sc(C)c1C	/	-3.0	-5.1%	11.5%	-0.6%	-3.9	26.7µM*	15.0%
COc1cc2[nH]c(C(=O)N3CCN(c4ccc(F)cc4)CC3)cc2c(OC)c1OC	3.8	-4.1	2.3%	-5.1%	1.6%	-1.6	-10.4%	-15.9%
Fc1ccc(-c2csc3ncnc(Cl)c23)cc1	1.4	1.0	-21.7%	-2.0%	0.9%	-2.2	21.2µM*	7.3%
